Screens: PubChem BioAssay, several laboratories
MEKK3 PB1 HTS: modulators (inhibitors or enhancers) of MEK5 binding to human MEKK3 PB1 domain; bead-based flow cytometry, Alexa488-MEK5 binding to MEKK3; actives lie on both sides; 0 = blocked by unlabeled MEK5, 100 = vehicle; binding response (% of control), % at 10 µM; 1.4% of 290,000 active; AID 1529;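 active = binding response more than 3 SD above or below the average of its plate-row segment, actives on both sides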;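 note: Alexa488 bead fluorescence after subtracting the streptavidin-only scavenger bead signal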
CRFR2-BP ag: agonists of human CRF-binding protein/CRF-R2 receptor complex | 0.46% of 350,000 active | activation, % at 13.2 µM | AID 588473 | HEK293 CRF-R2/CRF-BP, calcium dye fluorescence (FLIPR); percent of saturating CRF peptide response;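 active = activation of at least 50%, plus an integration ratio under a set limit after plate pattern correction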;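 note: plate controls were neutral control wells without compound for no effect and CRF at EC100 for full effect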
p-CIP stab down: compounds decreasing mouse p/CIP protein stability; decrease of EGFP signal, % at 10 µM; AID 1984; F442A p/CIP-EGFP cells, EGFP fluorescence, 16 h; 0.01% of 290,000 active; Q05BA5;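 active = EGFP signal decrease of at least 30% at 10 µM or well 3 SD below plate mean, unless failing retest; inactive = the rest, including hits failing retest or dose response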; note: some compounds called inactive have numbers as strong as hits; many of its hits are not listed in these tables
Target sequence (Q05BA5 1-1403): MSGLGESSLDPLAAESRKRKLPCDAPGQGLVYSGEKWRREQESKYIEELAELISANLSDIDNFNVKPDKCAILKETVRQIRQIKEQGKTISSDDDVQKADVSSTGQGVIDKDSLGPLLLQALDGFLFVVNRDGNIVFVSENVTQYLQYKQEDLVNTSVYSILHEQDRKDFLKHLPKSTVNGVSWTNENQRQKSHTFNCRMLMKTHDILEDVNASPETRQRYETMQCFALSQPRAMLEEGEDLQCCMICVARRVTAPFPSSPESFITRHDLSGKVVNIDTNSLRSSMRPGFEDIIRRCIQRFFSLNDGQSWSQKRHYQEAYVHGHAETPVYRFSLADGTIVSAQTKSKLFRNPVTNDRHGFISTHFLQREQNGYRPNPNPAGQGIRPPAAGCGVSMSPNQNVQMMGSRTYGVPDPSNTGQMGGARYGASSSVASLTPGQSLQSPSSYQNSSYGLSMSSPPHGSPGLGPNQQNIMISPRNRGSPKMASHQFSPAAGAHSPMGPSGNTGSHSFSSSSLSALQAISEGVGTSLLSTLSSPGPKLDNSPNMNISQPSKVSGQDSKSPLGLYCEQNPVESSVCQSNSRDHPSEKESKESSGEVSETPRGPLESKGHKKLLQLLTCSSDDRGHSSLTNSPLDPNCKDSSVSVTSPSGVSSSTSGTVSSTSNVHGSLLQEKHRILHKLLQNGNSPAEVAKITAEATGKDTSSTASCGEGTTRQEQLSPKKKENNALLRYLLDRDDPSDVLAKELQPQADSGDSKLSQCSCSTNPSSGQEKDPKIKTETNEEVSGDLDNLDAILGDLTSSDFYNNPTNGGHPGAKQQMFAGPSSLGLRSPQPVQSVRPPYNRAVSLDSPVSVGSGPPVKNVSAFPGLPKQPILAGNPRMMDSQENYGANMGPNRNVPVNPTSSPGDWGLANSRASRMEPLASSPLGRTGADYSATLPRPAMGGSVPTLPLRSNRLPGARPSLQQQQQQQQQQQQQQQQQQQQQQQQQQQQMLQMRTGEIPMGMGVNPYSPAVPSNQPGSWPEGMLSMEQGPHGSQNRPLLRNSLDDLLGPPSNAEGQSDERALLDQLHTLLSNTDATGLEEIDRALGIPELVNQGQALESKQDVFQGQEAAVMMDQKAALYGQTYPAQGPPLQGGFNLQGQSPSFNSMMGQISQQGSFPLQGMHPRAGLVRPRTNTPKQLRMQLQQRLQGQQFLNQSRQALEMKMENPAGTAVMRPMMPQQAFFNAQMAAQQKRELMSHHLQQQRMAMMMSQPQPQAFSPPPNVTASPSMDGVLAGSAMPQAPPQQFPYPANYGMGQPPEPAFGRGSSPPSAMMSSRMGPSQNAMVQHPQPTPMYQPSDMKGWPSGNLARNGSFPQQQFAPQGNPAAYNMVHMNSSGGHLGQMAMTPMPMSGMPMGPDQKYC
PHOSPHO1 block: blocks human PHOSPHO1 phosphatase activity | 1.1% of 290,000 active | Q8TCT1 | AID 1565 | recombinant PHOSPHO1, absorbance phosphatase assay | inhibition, % at 13.3 µM; in the data active = inhibition above about 60%
IDE act: boosts human insulin-degrading enzyme activity in HEK cells | FAbeta-B cleavage, fluorescence polarization; 0% vehicle, 100% cell-free pure enzyme wells | activation, % at 5.96 µM | 0.073% of 340,000 active;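 active = activation above the mean of all tested compounds plus 3 SD, set per screening campaign, cut at about 17% in these data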
M4 PAM: potentiates acetylcholine response at human M4 receptor; P08173; CHO-K1 hM4/Gqi5, Fluo-8 calcium fluorescence, ACh EC20; 0% = ACh EC20, 100% = maximal ACh; activation, % at 3 µM; 0.4% of 360,000 active; AID 624126;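 active = activation above its plate's cutoff, the mean activation of sample wells plus 3 SD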; note: some results filed as inactive read as strong as hits
CRFBP-R2 block: antagonists of CRF-binding protein/CRF-R2 receptor complex | HEK293 CRF-R2/CRF-BP, CRF-induced calcium fluorescence | inhibition, % at 11.8 µM | 0.59% of 350,000 active | AID 588475;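 active = inhibition of the ligand-induced calcium signal above about 50% at the single tested concentration, limit read from the data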
GalR3 antag: antagonists of human GalR3 | O60755 | 0.44% of 360,000 active | HEK293 GalR3-CNG cAMP membrane potential fluorescence; galR3 body fused to GalR1 C-terminus | inhibition, % at 3 µM;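 active = inhibition above the screen-wide average plus 3 SD, cut at about 13% in these data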;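 note: forskolin and galanin both at EC90 stimulate the cells; cAMP rise reported by CNG channel membrane potential dye signal; 0% = forskolin plus galanin with DMSO and 100% = forskolin alone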
IDE cell inh: inhibits human insulin-degrading enzyme in HEK cells; inhibition, % at 5.59 µM; 0.41% of 320,000 active; FAbetaB cleavage, fluorescence polarization; P14735;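 active = percent inhibition above the average of all tested compounds plus 3 SD, set per screening campaign, cut at about 16% in these data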;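 note: IDE supplied by intact live HEK cells; FP after avidin binding of uncleaved biotin substrate so inhibition keeps polarization high; 0% = DMSO wells and 100% = 60 µM reference IDE inhibitor Ii1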
Active calls of the source: *; nt = no result given.

Every second line gives: IDE act	p-CIP stab down	CRFR2-BP ag	PHOSPHO1 block	GalR3 antag	M4 PAM	IDE cell inh	CRFBP-R2 block	MEKK3 PB1 HTS
CCCCN(C(=O)/C=C/c1ccco1)c1c(N)n(Cc2ccccc2)c(=O)[nH]c1=O
  -1	3	5.6	4	0	5	5	11	102
O=C(COC(=O)/C=C/c1ccc(C(F)(F)F)cc1)NC1CCCC1
  1	-4	5.3	15	-1	14	2	0	105
Cc1ccc(C(=O)COC(=O)C2C3C=CC(C3)C2C(=O)OCC(=O)c2ccc(C)c(C)c2)cc1C (centres undefined)
  4	3	6.6	19	-5	-4	-1	-33	99
CN(C(=O)c1ccco1)c1nc(-c2ccccc2)cs1
  -5	-2	-2.5	34	-12	-3	-5	21	101
CC(C)(C)CCN1CCC(CN2CCNC(=O)C2=O)CC1
  0	nt	-1.4	nt	-4	-6	nt	-4	nt
CCc1ccc(OCCNC(=O)c2ccccc2SCc2ccccc2)cc1
  3	-2	5.7	21	-7	-4	-4	3	nt
C/C(=N\NC(=O)c1cc(C)nc2ccccc12)c1cccc(Cl)c1
  2	3	2.0	-27	0	1	5	-13	100
CCN1CCN(CCC(=O)Nc2cccc(C)c2)CC1
  7	-5	0.7	nt	-4	0	1	-9	109
Clc1ccccc1OCc1nn[nH]n1
  3	-10	0.2	27	-2	0	-2	-1	131*
CCOC(=O)c1sc2nc(C(C)C)c3c(c2c1N)CCC3
  -1	-1	-1.8	-9	-4	12	-1	-68	138*
COc1ccc(CN2CCN(CCc3ccccc3)C(CCO)C2)c(O)c1 (centres undefined)
  -1	-6	-2.9	10	-2	19	2	-12	109
CC(=O)Nc1cccc(-c2csc(Nc3ccc(Cl)cn3)n2)c1
  -5	-11	-1.1	-10	-9	2	-1	-11	104
CCN(CC(=O)NCc1ccc(F)cc1)C(=O)COc1ccc(C)c(C)c1
  -4	17	-1.5	19	-8	-10	5	10	112
CC1CCCC(NC(=O)CN(C)S(=O)(=O)c2cccc3cccnc23)C1C (centres undefined)
  4	-13	-0.6	6	2	-3	2	-12	110
CN(CC(=O)Nc1cccc(F)c1)C(=O)C1CSC2(C)CCC(=O)N12 (centres undefined)
  3	nt	2.5	nt	-2	7	4	1	nt
O=C(/C=C/c1ccc2c(c1)OCCCO2)c1ccccc1O
  4	1	-3.0	2	-3	0	-2	-2	80
CCCNc1c(NS(=O)(=O)c2cccc(C#N)c2)c(=O)oc2ccccc12
  -2	8	-1.1	24	0	2	-4	6	104
O=C(NCc1ccccn1)Nc1ccccc1
  5	-8	0.1	1	-5	-1	2	8	100
CCSc1nc2c(c(-c3ccc(C)o3)c1C#N)CCCC2
  2	-11	13	4	6	-2	-7	-15	106
COc1ccc(C(C(=O)NCc2ccc(F)cc2)N(Cc2cccnc2)C(=O)c2snc(C(N)=O)c2N)cc1 (centres undefined)
  3	1	-2.8	32	-10	-4	-1	-4	104
N#Cc1ccccc1OCC(=O)NNC(=O)CNC(=O)c1cccc(Br)c1
  -2	nt	6.0	nt	-3	0	-3	-7	nt
COC(=O)c1ccc(COC(=O)CNC(=O)CNC(=O)c2ccc(C)cc2)cc1
  2	-6	-0.3	18	-7	-1	-4	14	104
Cc1cc(C)cc(NC(=O)Cn2nnc(C(=O)NCc3ccco3)c2N)c1
  7	-1	-1.2	27	-8	13	5	-15	101
Cc1nc2ccccc2n1CC(=O)OCC(=O)NC1CC1
  1	4	-0.3	-39	2	7	0	2	103
CN(C)c1ccc2nc3ccc(=O)cc-3sc2c1
  nt	nt	8.0	nt	-4	5	nt	1	nt
COc1ccc2c(c1)OC[C@H]1[C@H]2N2C(=O)c3cc(C)ccc3NC(=O)[C@@]2(C)[C@H]1c1ccccc1
  3	nt	2.6	nt	nt	-10	0	7	nt
CCC(C)NC(=O)CNC(=S)N(CCCN1CCOCC1)Cc1cccs1 (centres undefined)
  8	7	-0.7	2	-5	8	7	-3	102
Cc1ccc(C2(C)NC(=O)N(CC(=O)N3CCN(S(=O)(=O)c4ccccc4[N+](=O)[O-])CC3)C2=O)cc1 (centres undefined)
  3	nt	0.6	nt	0	1	nt	6	nt
Cc1ccc(NC(=O)CSc2nc3ccccc3c(=O)n2CCCN2CCCCC2)cc1Cl
  1	1	1.7	16	-7	-4	-7	-5	92
Cc1cc(C(=O)CSc2nc3ccccc3[nH]2)c(C)n1C
  -5	-2	-0.4	51	0	-2	0	5	98
CC(C)[C@H](NC(=O)[C@@H]1CSC2c3ccccc3C(=O)N21)C(=O)NCc1ccncc1 (some centres undefined)
  1	7	0.2	43	-9	0	4	3	99
O=C(COc1ccc(Cl)cc1)Nc1cccc(S(=O)(=O)NC2=NCCCCC2)c1
  2	nt	-1.1	nt	2	3	8	0	nt
O=C(NC1CCCN(C2Cc3ccccc3C2)C1)c1ccc(F)cc1Cl (centres undefined)
  7	2	-0.8	-27	-2	0	5	-10	99
O=[N+]([O-])c1cc2c(cc1CN1CCN(c3ccccc3)CC1)OCO2
  9	-5	-0.9	24	-2	-4	6	5	106
CCN1CC2=C(OC(N)=C(C#N)C2c2ccccc2)/C(=C\c2ccccc2)C1 (centres undefined)
  0	-8	1.3	-20	2	6	3	-32	96
COc1ccc(N2CCN(C(=O)NCc3ccc(OC)c(Cl)c3)CC2)cc1
  2	-5	-0.4	11	-1	-10	-2	-6	103
C=CCn1c(SCC(=O)Nc2cccc3ccccc23)nc(O)c(CC)c1=O
  1	-5	0.2	40	-2	-1	-7	6	96
O=C1CC(c2ccccc2)=C(c2ccccc2)C1c1ccccc1 (centres undefined)
  -2	nt	8.9	nt	-6	-5	nt	9	nt
CCc1ccc(NC(=O)/C(C#N)=C/c2cn(CC(=O)O)c3ccccc23)cc1
  -1	-3	0.2	50	-1	5	-4	4	110
O=C1Nc2ccccc2OC1CC(=O)N1CCOCC1 (centres undefined)
  7	-4	0.3	11	5	-1	1	-3	106
COc1cc(C(=O)NNC(=O)c2ccc(F)cc2)ccc1OCC(=O)N1CCOCC1
  2	nt	-1.3	nt	-2	7	1	-3	nt
COc1ccccc1C(=O)NCC(=O)OCC(=O)c1ccc(Cl)s1
  -1	nt	-3.5	nt	-1	4	3	9	nt
CC/C=C/C(=O)N1CC2(CC(c3cccc(NC(=O)CC)c3)=NO2)C[C@H]1C(N)=O (some centres undefined)
  6	-6	1.4	13	6	8	0	-4	106
Oc1ccc(-c2cn3c(n2)SCC3)cc1O
  3	8	-0.8	80*	1	-4	2	11	101
CCOC(=O)c1c(C)n(C)c2ccc(OC)c(NC(=O)CCN3CCC(Cc4ccccc4)CC3)c12
  3	-10	-1.3	-5	3	-15	0	-5	102
COc1ccccc1N1CCN(C(=O)c2oc3cc(C)c(C)cc3c2C)CC1
  -3	-2	1.7	-4	5	4	nt	3	106
Cc1sc2ncn(CC(=O)NCc3ccccn3)c(=O)c2c1S(=O)(=O)N1CCOCC1
  2	-15	0.8	2	-4	13	-4	0	101
CCC[C@H]1CN(c2ccccc2)C(=O)[C@@H]1CC(=O)Nc1ccc(Br)cc1
  nt	nt	-0.4	nt	-3	3	nt	3	nt
CC(C)Cn1c(N)c(C(=O)CSc2ncn[nH]2)c(=O)n(C)c1=O
  1	nt	0.9	nt	0	-3	nt	0	nt
N/C(=N\OC(=O)c1ccco1)c1cccnc1
  -1	0	0.3	12	-3	-8	5	2	89
COCCn1c(-c2ccc(C)cc2)nc2oc3cc(OC)ccc3c(=O)c2c1=O
  4	0	-1.1	13	-4	-6	12	3	88
Cc1ccc(C)c(Cn2nc(-c3ccccc3)ccc2=O)c1
  -1	-5	-0.6	18	-7	-12	-1	-5	103
CC(=O)Oc1c(Cl)c(N2CCOCC2)c(OC(C)=O)c2ccccc12
  6	-21	0.1	-23	-6	3	7	-5	97
CCOc1ccc(Cc2c(C)[nH]c3ccc(C(=O)O)cc3c2=S)cc1
  -1	-16	2.6	-113	2	-2	-3	-2	102
Cc1ccc2c(c1)N(CC(=O)NCCc1ccccc1)C(=O)c1cccnc1O2
  8	-3	-1.6	-4	-1	-1	0	-8	95
COc1cccc(NC(=O)c2cnn(-c3ccccc3)c2C)c1
  -3	-11	-1.4	49	-6	0	6	-12	105
CCOC(=O)c1ccccc1NC(=O)COC
  2	5	-0.6	46	-6	9	4	-1	99
COc1cc(/C=N/n2cnn(Cc3ccccc3Cl)c2=S)cc(OC)c1OC
  nt	7	-2.1	-115	2	9	-1	11	100
COc1ccc2nc(NC(=O)c3ccoc3C)sc2c1
  -4	-11	-2.7	-11	-3	9	1	-14	103
Cc1cc([N+](=O)[O-])nn1CC(=O)N/N=C/c1ccccc1F
  3	1	0.3	-1	-6	-11	-1	-13	96

Individual results from the entries so far:
Result of `Cc1cc([N+](=O)[O-])nn1CC(=O)N/N=C/c1ccccc1F` in M4 PAM: -11
Result of `C=CCn1c(SCC(=O)Nc2cccc3ccccc23)nc(O)c(CC)c1=O` in PHOSPHO1 block: 40

(listing goes on)
Every second line gives: IDE act	p-CIP stab down	CRFR2-BP ag	PHOSPHO1 block	GalR3 antag	M4 PAM	IDE cell inh	CRFBP-R2 block	MEKK3 PB1 HTS
CCN1CCc2c(sc(NC(=S)NC(=O)c3ccc(Cl)cc3)c2C(N)=O)C1
  -44	-105	16	67*	-2	-8	2	-3	98
COc1ccc(N2C(=O)C3CCCN3C2=O)cc1 (centres undefined)
  3	-4	-0.8	-25	1	3	2	6	96
COc1ccc(CN(C(=O)c2snc(C(N)=O)c2N)C(C(=O)NC2CCCC2)c2cc(OC)ccc2OC)cc1 (centres undefined)
  3	-22	1.7	40	-12	-5	-1	-14	100
CCCCCn1nc(C(=O)N(CC(C)C)c2c(N)n(CCCC)c(=O)[nH]c2=O)c2ccccc2c1=O
  -1	nt	3.6	nt	-2	5	2	7	nt
CCCn1c(C)nc2cc(Cl)c(N3CCN(c4nc(-c5ccc(C)cc5)cs4)CC3)cc21
  -4	-6	0.0	-7	-5	3	0	-7	97
Cn1c(CSCc2ccc(F)cc2)nnc1SCC(=O)Nc1cccc(C(=O)O)c1
  3	-7	-2.6	-56	-6	3	-4	3	101
COc1ccc(NC(=O)C2CCN(C(=O)C3CC(=O)N(c4ccc(C)cc4)C3)CC2)c(OC)c1 (centres undefined)
  -1	-17	0.4	0	-6	13	4	-5	98
CC(C)(Oc1ccc(Cl)cc1)C(=O)NC1CCN(Cc2ccccc2)CC1
  3	nt	0.8	nt	-2	-8	1	2	nt
Cc1ccc(NC(=O)C2CC3CCC2C3)c(Br)c1 (centres undefined)
  2	2	-2.6	30	-11	8	nt	14	104
Cc1ccc(CSc2nnc([C@@H]3CCCN3)o2)cc1
  3	-1	0.1	22	-4	4	2	-5	100
CCC(C(=O)NCCc1ccccc1)c1ccccc1 (centres undefined)
  3	5	0.5	25	-4	-6	3	3	96
CC(C)OC(=O)c1ccc2nc3ccccc3nc2c1
  0	-24	0.8	16	-6	8	7	0	98
CCCCOc1ccc(C(C)(O)CCN2CCOCC2)cc1 (centres undefined)
  4	-8	2.2	3	1	-6	-1	21	102
CCCC1(C(=O)OC)NC(c2ccco2)C2C(=O)N(C)C(=O)C21 (centres undefined)
  4	-16	0.9	41	3	0	-1	0	97
